High-throughput results (PubChem)
PKA-R2B activ: activates the human PKA-R2B holoenzyme complex. P22694+P31323. PKA-R2B holoenzyme dissociation, Cy5-IP20 fluorescence polarization; R2B truncated from residue 108, S112A mutant; 0% DMSO only, 100% 113 µM cGMP. activation, % at 11.4 µM. hit rate 0.079% among 340,000. AID 504700;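 active means activation above a cutoff set at the mean over all compounds plus 3 SD, cut at about 18% in these data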;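 further: higher means more holoenzyme dissociation and a rise in polarization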
Target sequence (P31323 whole entry, looked up, other chains not shown, the tested form may be a part): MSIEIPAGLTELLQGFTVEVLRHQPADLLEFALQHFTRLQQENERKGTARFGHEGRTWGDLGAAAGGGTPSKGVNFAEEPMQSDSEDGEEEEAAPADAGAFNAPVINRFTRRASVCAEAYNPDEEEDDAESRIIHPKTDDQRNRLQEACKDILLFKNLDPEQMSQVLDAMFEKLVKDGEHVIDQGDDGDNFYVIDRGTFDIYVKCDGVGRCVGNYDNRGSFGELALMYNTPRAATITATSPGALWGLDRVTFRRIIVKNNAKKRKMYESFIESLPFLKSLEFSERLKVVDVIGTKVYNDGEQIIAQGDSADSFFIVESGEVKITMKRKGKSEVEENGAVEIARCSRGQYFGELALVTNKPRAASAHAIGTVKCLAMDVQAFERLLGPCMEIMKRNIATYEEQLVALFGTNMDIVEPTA
CAL PDZ FP-1: human CAL PDZ-peptide interaction inhibition; purified CAL PDZ, TMR-peptide fluorescence polarization, 1 h; AID 504414; inhibition, % at 20 µM; hit rate 0.02% among 330,000;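 active means highest replicate inhibition of at least 40%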;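 further: plate controls were DMSO neutral control wells for no effect and unlabeled competitor peptide control wells for full effect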
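System: purified tagged CAL PDZ domain construct (CerCALP). Schedule: 1 h incubation at room temperature before polarization reading. Medium: 25 mM sodium phosphate pH 7.4, 150 mM NaCl, TCEP, IgG, Thesit. Read-out: percent inhibition from loss of millipolarization. Measured by: FP readout, S and P plane fluorescence. Probe or stimulus: fluorescent TMR peptide probe.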
Keap1-Nrf2 PPI: disrupts human Keap1 binding to Nrf2 peptide | Q14145 | Keap1 Kelch-Nrf2 peptide fluorescence polarization, 1536-well | inhibition, % at 9.4 µM | hit rate 0.15% among 340,000 | AID 504523; in the data active means inhibition above about 12%;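 further: human Keap1 Kelch domain with fluorescein labeled Nrf2 9mer peptide probe; 0% = neutral control wells and 100% = peptide positive control; higher means more block of Keap1 binding to Nrf2 peptide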
LANA DNA inh: inhibitors of KSHV LANA C-terminal domain DNA binding; MBP-C-LANA/FAM-LBS DNA binding, fluorescence polarization; inhibition, % at 9 µM; hit rate 0.078% among 340,000;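 active means highest replicate inhibition at or above 60% at 9 µM, even if other replicates fall short; inactive means all replicates below 60% inhibition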;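 further: 0% = neutral control wells and 100% = 4 µM acridine orange control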
CAL PDZ FP-2: CAL PDZ (human) peptide binding inhibition; Q9HD26; purified CAL PDZ, TMR-peptide fluorescence polarization, 1 h; inhibition, % at 24.9 µM; hit rate 0.92% among 300,000; AID 602252;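 active means mean inhibition of at least 30% with at least half of replicates also reaching 30%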;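 further: 0% = DMSO neutral control and 100% = excess unlabeled competitor peptide PRC23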
RTF Ca sens act: cardiac RTF calcium sensitization. P19429+P45379. IANBD-labeled TnC RTF fluorescence at EC20 calcium; 0% EC20 calcium, 100% full calcium. activation, % at 7.2 µM. hit rate 0.24% among 340,000;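 active means activation above the mean over all tested compounds plus 3 SD, cut at about 30% in these data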;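 further: rise in fluorescence read as greater calcium sensitivity of cardiac thin filaments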
RTF Ca sens inh: cardiac RTF calcium desensitization; P19429+P45379; IANBD-labeled cardiac RTF, Ca2+ fluorescence; inhibition, % at 7.15 µM; hit rate 0.12% among 340,000; AID 493244;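 active means inhibition above the mean inhibition of all tested compounds plus 3 SD, cut at about 17% in these data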;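 further: assay run at fixed EC70 calcium of 1.6 mM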
SR-BI uptake up: activators of SR-BI mediated HDL lipid uptake; CHO ldlA[mSR-BI] cells, DiI-HDL uptake fluorescence, 3 h; 100 = double the neutral-control signal; activation, % at 12.5 µM; hit rate 0.096% among 320,000; AID 504775;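 active means mean replicate activation of at least 60% and every replicate at or above 60%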;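 further: 0% = median plate neutral-control signal and 100% = twice that signal; values of inactives mirror those of a sister screen read the other way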
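material = CHO ldlA[mSR-BI] cells | medium = Ham's F12 with 0.5% BSA, HEPES 25 mM, pH 7.4 | reagent = fluorescent DiI-HDL, 10 µg/mL final | compound dosing = single-point compound dose | incubation = 3 h, 37 °C | measured by = bottom-read fluorescence, 550/595 nm | measure = HDL uptake via cellular fluorescence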
DAGLB inh: blocks human DAGLB lipase activity. Q8NCG7. HEK293T DAGLB membrane lysate, EnzChek fluorogenic substrate. inhibition, % at 5.17 µM. hit rate 0.059% among 340,000; in the data active means inhibition above about 34%;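 further: 0% = enzyme with vehicle and 100% = wells lacking enzyme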
Rtt109 Vps75: C. albicans Rtt109 histone acetyltransferase inhibition; Q5AAJ8; purified Rtt109/Vps75, ThioGlo CoA-SH fluorescence, 4 h; inhibition, % at 34.9 µM; hit rate 0.16% among 330,000;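 active means inhibition of at least 50% in every replicate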
Target sequence (Q5AAJ8 whole entry, looked up): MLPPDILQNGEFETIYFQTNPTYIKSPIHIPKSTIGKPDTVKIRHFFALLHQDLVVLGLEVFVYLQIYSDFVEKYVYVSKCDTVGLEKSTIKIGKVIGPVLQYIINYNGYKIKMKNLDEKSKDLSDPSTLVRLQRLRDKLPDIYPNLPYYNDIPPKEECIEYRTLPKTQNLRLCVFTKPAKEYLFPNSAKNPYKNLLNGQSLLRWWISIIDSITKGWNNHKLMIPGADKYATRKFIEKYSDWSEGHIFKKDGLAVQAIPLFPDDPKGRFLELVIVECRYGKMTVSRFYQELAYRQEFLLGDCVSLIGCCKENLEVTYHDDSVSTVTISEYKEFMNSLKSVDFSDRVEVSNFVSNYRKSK
Starred values were filed as active, the others as inactive; · = not tested or not shown.

entry	mol	PKA-R2B activ	CAL PDZ FP-1	Keap1-Nrf2 PPI	LANA DNA inh	CAL PDZ FP-2
1	CCCn1c(-c2cc(OC)c(OC)c(OC)c2)nc2nc3ccccc3nc21	-5	-2.1	1	-1.1	1
2	Cc1ccc2[nH]c(=O)c(C3C(C#N)=C(N)Oc4c3ccc3cccnc43)cc2c1 (stereo unspecified)	6	-2.8	-3	-2.4	-2
3	O=C(NCCN1C(=O)S/C(=C\c2ccccc2)C1=O)C1CCN(S(=O)(=O)c2cccs2)CC1	-13	-2.5	0	0.2	0
4	CCn1c(SCC(=O)c2ccc3ccccc3c2)nnc1-c1cccs1	-1	-2.8	2	1.0	-1
5	N#Cc1cn(CCOc2ccc(F)cc2)c2ccccc12	-8	-0.5	-2	0.8	2
6	CN(C)S(=O)(=O)c1cccc(NC(=O)c2cccc(S(=O)(=O)N3CCCCC3)c2)c1	2	-1.6	-2	1.2	-1
7	CCOC(=O)N1CCN(S(=O)(=O)c2ccc(C(=O)N(CCN(CC)CC)c3nc4ccc(C)cc4s3)cc2)CC1	-6	-1.5	-2	-1.3	-4
8	C=CS(=O)(=O)c1ccc(Oc2ccc(S(=O)(=O)C=C)cc2)cc1	-6	-0.1	-54	5.7	-1
9	O=C(Nc1ccccc1)Nc1ccc(Cl)c(S(=O)(=O)N2CCOCC2)c1	1	-3.3	3	-0.3	·
10	Cc1c(CC(=O)N[C@@H](C)C(=O)O)c(=O)oc2cc3c(cc12)CCC(C)(C)O3	-14	-0.5	-5	-0.3	-1

entry	RTF Ca sens act	RTF Ca sens inh	SR-BI uptake up	DAGLB inh	Rtt109 Vps75
1	1	-4	-51	0	-32
2	1	-3	23	29	11
3	-2	-4	24	-2	1
4	-5	3	-9	-1	17
5	-3	2	-22	-2	-4
6	0	-8	-33	-9	-5
7	-3	0	12	-1	-12
8	3	0	-4	4	-2
9	7	2	-20	1	-1
10	-6	-9	·	-1	-1

The last three entries of the part above are carried over, then new ones follow.
entry	mol	PKA-R2B activ	CAL PDZ FP-1	Keap1-Nrf2 PPI	LANA DNA inh	CAL PDZ FP-2
8	C=CS(=O)(=O)c1ccc(Oc2ccc(S(=O)(=O)C=C)cc2)cc1	-6	-0.1	-54	5.7	-1
9	O=C(Nc1ccccc1)Nc1ccc(Cl)c(S(=O)(=O)N2CCOCC2)c1	1	-3.3	3	-0.3	·
10	Cc1c(CC(=O)N[C@@H](C)C(=O)O)c(=O)oc2cc3c(cc12)CCC(C)(C)O3	-14	-0.5	-5	-0.3	-1
11	CCCOc1cccc(C(=O)NCCNC(=O)c2ccccn2)c1	-4	-4.5	-1	-0.1	13
12	CCOC(=O)Cc1nc2cc(Cl)ccc2o1	6	1.2	2	0.4	5
13	Cc1oc(/N=C/c2ccccc2)c(C#N)c1C	5	-1.2	3	-1.7	-7
14	COC(=O)C(NC(C)=O)(Nc1ccccn1)C(F)(F)F (stereo unspecified)	9	-0.9	-4	-0.4	-1
15	Cc1ccc(C)c(S(=O)(=O)N2CCCOC2CNC(=O)C(=O)NCc2ccccn2)c1 (stereo unspecified)	-5	3.9	-7	-0.3	-1
16	CC(C)Cc1cc(C(=O)Nc2sc3c(c2C#N)CCCC3)no1	-19	0.0	1	0.4	·
17	CCOC(=O)/C=c1\s/c(=C\c2ccc3cc(OC)ccc3c2)c(=O)n1CC(=O)NCC1CCCO1 (stereo unspecified)	-2	0.3	-4	-1.0	1
18	CC(Sc1nnc(-c2ccc(Cl)cc2)n1C)C(N)=O (stereo unspecified)	9	·	-5	-0.1	-1
19	Cc1cc(C(=O)N/N=C/c2cccn2C)n[nH]1	3	-1.4	-3	0.3	-2
20	Cc1cccc(C)c1OCC(=O)NCc1nnc(SCC(=O)NC2CCCCC2)n1C	5	-1.7	-5	2.8	-3

entry	RTF Ca sens act	RTF Ca sens inh	SR-BI uptake up	DAGLB inh	Rtt109 Vps75
8	3	0	-4	4	-2
9	7	2	-20	1	-1
10	-6	-9	·	-1	-1
11	-5	-16	·	1	-3
12	-2	-8	20	0	3
13	6	-16	20	-2	2
14	-1	-2	1	-2	6
15	-1	0	8	3	8
16	1	-2	-34	-8	1
17	9	-6	-27	2	-13
18	8	7	7	1	-6
19	-6	-9	4	-1	4
20	-5	3	-50	1	6

The list goes on:
entry	mol	PKA-R2B activ	CAL PDZ FP-1	Keap1-Nrf2 PPI	LANA DNA inh	CAL PDZ FP-2
21	Cc1ccc([N+](=O)[O-])c(OCCN2CCC(Cc3ccccc3)CC2)c1	-7	-1.5	0	-0.8	1
22	COc1ccc2c(c1)C(=O)c1ccccc1CO2	-16	-2.6	1	0.1	10
23	Oc1ccccc1CNc1ccc(OC(F)(F)F)cc1	·	-1.1	2	0.8	3
24	O=C1C2C3C=CC(CC3)C2C(=O)N1c1ccc(Br)cc1[N+](=O)[O-] (stereo unspecified)	-5	-0.4	0	1.7	-5
25	COCc1cc(=O)n2[nH]c(-c3ccsc3-n3c(C)ccc3C)cc2n1	9	-3.5	-3	1.8	0
26	CCOc1ccc(C(=O)Nc2ccc(NC(=O)c3cccs3)cc2)cc1[N+](=O)[O-]	8	0.0	3	-3.0	2
27	CC1=C(C(N)=O)C(c2ccccc2F)NC(=O)N1 (stereo unspecified)	-8	-1.9	0	-1.4	0
28	COC(=O)c1ccccc1NS(=O)(=O)c1ccc2c3c(cccc13)C(=O)N2	-7	-4.3	-1	1.3	-4
29	COc1cccc(CNC(=O)CCNS(=O)(=O)c2ccc(C)cc2)c1	-9	-1.5	0	0.3	2
30	CC(NC(=O)c1ccccc1NC(=O)c1ccncc1)c1ccccc1 (stereo unspecified)	-8	-2.1	-5	0.1	3

entry	RTF Ca sens act	RTF Ca sens inh	SR-BI uptake up	DAGLB inh	Rtt109 Vps75
21	5	-5	-3	1	5
22	-6	0	-5	-5	5
23	·	·	-17	·	2
24	0	2	16	-3	8
25	-9	-6	22	1	-2
26	-1	0	-31	0	4
27	0	-8	26	2	-19
28	2	-10	-4	2	14
29	1	-11	24	4	3
30	-5	-1	-8	-1	0

Full records, quoted from the list:
`Oc1ccccc1CNc1ccc(OC(F)(F)F)cc1` is entered as PKA-R2B activ: ·; CAL PDZ FP-1: -1.1; Keap1-Nrf2 PPI: 2; LANA DNA inh: 0.8; CAL PDZ FP-2: 3; RTF Ca sens act: ·; RTF Ca sens inh: ·; SR-BI uptake up: -17; DAGLB inh: ·; Rtt109 Vps75: 2
`CC(NC(=O)c1ccccc1NC(=O)c1ccncc1)c1ccccc1` (stereo unspecified) is entered as PKA-R2B activ: -8; CAL PDZ FP-1: -2.1; Keap1-Nrf2 PPI: -5; LANA DNA inh: 0.1; CAL PDZ FP-2: 3; RTF Ca sens act: -5; RTF Ca sens inh: -1; SR-BI uptake up: -8; DAGLB inh: -1; Rtt109 Vps75: 0

(more compounds)
entry	mol	PKA-R2B activ	CAL PDZ FP-1	Keap1-Nrf2 PPI	LANA DNA inh	CAL PDZ FP-2
31	Cc1cccc(N2CC(C(=O)Nc3ccc(S(=O)(=O)N4CCCCC4)cc3)CC2=O)c1C (stereo unspecified)	-3	-2.3	-4	-0.1	-1
32	COc1ccccc1C(=O)Nn1c(-c2cccs2)nc2ccccc2c1=O	0	-2.9	-4	-0.4	-1
33	O=C(c1ccccc1Br)N1CCN(Cc2ccc3c(c2)OCO3)CC1	-1	0.2	-4	2.5	8
34	CC1(C)OC2CCN3C(C(O)COS3(=O)=O)C2O1 (stereo unspecified)	-7	0.1	-3	0.9	-3
35	CNC[C@H]1Oc2c(NS(=O)(=O)c3cccs3)cccc2C(=O)N([C@H](C)CO)C[C@@H]1C	3	-0.5	-2	-1.0	-4
36	Cc1ccc(-c2nc(N)sc2CC(=O)OCC(=O)NC2CCCC(C)C2C)cc1 (stereo unspecified)	-1	-1.0	-6	0.8	·
37	CC(/C=N\N1CCN(c2ccc(Cl)cc2)CC1)=C\c1ccccc1	-14	-0.1	6	0.4	-3
38	CCN(C(=O)c1ccco1)C1C2CC3CC(C2)CC1C3 (stereo unspecified)	-7	-1.0	-6	0.7	-1
39	CCCCNC(=O)c1cccc(C(=O)NCCCC)c1	8	·	-1	-0.6	-4
40	CC(C)(C)OC(=O)NCCCC[C@H](NC(=O)[C@H](Cc1c[nH]c2ccccc12)NC(=O)OCc1ccccc1)C(=O)O	-4	-0.7	-5	1.1	-2

entry	RTF Ca sens act	RTF Ca sens inh	SR-BI uptake up	DAGLB inh	Rtt109 Vps75
31	1	-13	·	-1	21
32	-6	-4	-40	-1	28
33	2	-8	·	-2	-1
34	-5	-6	11	0	5
35	4	-18	26	1	-1
36	2	4	6	11	4
37	3	-2	7	1	-10
38	-5	-5	-13	-4	15
39	-6	-9	8	0	-13
40	0	-8	7	1	5

More entries follow.
entry	mol	PKA-R2B activ	CAL PDZ FP-1	Keap1-Nrf2 PPI	LANA DNA inh	CAL PDZ FP-2
41	O=C(COc1ccccc1Cl)N1CCN(c2ccc([N+](=O)[O-])c(N3CCOCC3)c2)CC1	-1	-0.2	-5	0.4	-3
42	COc1ccc(NC(C)=O)cc1NC(=O)CN1CCN(c2ccccn2)CC1	9	-1.8	-3	-1.3	-4
43	NC(=O)c1nsc(C(=O)N(c2ccc3c(c2)OCCO3)C(C(=O)NCC2CCCO2)c2ccc(F)cc2)c1N (stereo unspecified)	-4	-3.9	1	-1.3	3
44	CCCCC(=O)Nc1sc2c(c1C(=O)OCC)CCC(C=O)=C2Cl	4	-3.1	-7	1.0	·
45	CN(CCOc1cccc(C(F)(F)F)c1)Cc1ccccc1	8	-2.1	3	0.1	0

entry	RTF Ca sens act	RTF Ca sens inh	SR-BI uptake up	DAGLB inh	Rtt109 Vps75
41	3	-6	-27	7	10
42	3	-7	1	1	-6
43	-6	0	11	1	1
44	-3	-1	-67	7	1
45	-3	-12	14	-13	-6
